# Assay outcomes: PubChem, National Center for Advancing Translational Sciences (NCATS)
# FUS yeast rescue: FUS proteinopathy suppression in yeast. S. cerevisiae FUS-expressing, growth rescue, OD600, 24 h. Potency, µM (highest dose often 76.6 µM), for inactives: top-dose growth rescue (activation), hits mostly activators. 390,000 compounds, 0.24% hits;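 also: potency is read from the fitted curve at half-maximal effect; plate controls were DMSO vehicle for no effect and reference control for full effect; nearly all actives have a fitted effect of over 55% in size; some results filed as inactive show a strong effect at the top dose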
#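 Steps: raffinose overnight preculture; dilution to OD 0.005 in 2% galactose minimal medium; compound addition (concentration series); 24hr at 30C, 99% humidity; absorbance read at 600 nm.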
# IL2 activator: activators of IL-2; 360,000 compounds, 0.065% hits; IL-2 activation reporter assay, cell-based qHTS; stimulated with anti-CD3/CD4/CD28 beads; in transgenic mouse T cells; AID 652025; activation, % (series mostly up to about 46 µM); in the data active = activation above about 50%; inconclusive = mostly about 30% to 49%; also: 0% is about no effect
#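 Unstimulated transgenic mouse T cells, 750 per well, received compound and, after 60 minutes, anti-CD3/anti-CD4 bead plus anti-CD28 stimulation. EGFP and DsRed were quantified after 18 hours.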
# PI5P4Ka inh: PI5P4K alpha (human) kinase inhibition; PI5P4Kalpha enzyme, ADP-Glo luminescence, 60 min; hits give low values; 330,000 compounds, 1.2% hits; P48426; max response, %; active = max response of -50% or lower; inconclusive = between -30% and -50%; inactive = -30% or higher; also: value at the top dose of about 77 µM; % is scaled to controls: 0 for no effect and ±100 for the full control effect
#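 Single end-point luminescence (ADP-Glo) quantified ADP from PI5P4Kalpha turnover; ATP 5 microM final, 1 h at RT, 0.1% CHAPS and 0.28 mM EGTA in HEPES pH 7.4.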
# EPAC1 agonist: agonists of human EPAC1 | EPAC1 agonist qHTS, biochemical assay; response scale: 100% = response to 6.5 mM cAMP | Potency, µM (titrated, usually from 154 µM), for inactives: at the top dose activation, hits mostly activators | 360,000 compounds, 0.073% hits | AID 720707; also: potency is read from the fitted curve at half-maximal effect; nearly all actives have a fitted effect of over 60% in size
# Target sequence (O95398 whole entry, looked up): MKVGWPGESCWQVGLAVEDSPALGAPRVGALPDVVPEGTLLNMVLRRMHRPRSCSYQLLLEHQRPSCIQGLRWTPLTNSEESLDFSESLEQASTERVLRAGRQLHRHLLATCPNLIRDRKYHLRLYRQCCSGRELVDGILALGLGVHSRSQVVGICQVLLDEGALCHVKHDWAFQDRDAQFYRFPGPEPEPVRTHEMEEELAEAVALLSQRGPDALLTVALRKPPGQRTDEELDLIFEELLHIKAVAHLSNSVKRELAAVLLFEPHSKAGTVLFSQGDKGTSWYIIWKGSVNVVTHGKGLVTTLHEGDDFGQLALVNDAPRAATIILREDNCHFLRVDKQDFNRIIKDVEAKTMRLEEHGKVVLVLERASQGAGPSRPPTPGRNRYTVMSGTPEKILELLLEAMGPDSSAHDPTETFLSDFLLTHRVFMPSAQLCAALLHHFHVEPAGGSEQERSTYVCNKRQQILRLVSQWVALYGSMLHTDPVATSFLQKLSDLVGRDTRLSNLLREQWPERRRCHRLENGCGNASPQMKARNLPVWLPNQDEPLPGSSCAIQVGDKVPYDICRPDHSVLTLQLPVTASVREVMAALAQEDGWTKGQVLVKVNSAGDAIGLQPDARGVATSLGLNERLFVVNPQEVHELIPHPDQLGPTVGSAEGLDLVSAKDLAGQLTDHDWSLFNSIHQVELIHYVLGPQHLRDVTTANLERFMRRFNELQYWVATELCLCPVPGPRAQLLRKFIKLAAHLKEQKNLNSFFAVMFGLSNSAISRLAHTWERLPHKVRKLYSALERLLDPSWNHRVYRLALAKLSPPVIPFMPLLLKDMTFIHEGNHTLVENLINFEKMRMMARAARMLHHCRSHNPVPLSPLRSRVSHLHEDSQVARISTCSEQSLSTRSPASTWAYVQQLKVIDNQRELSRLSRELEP
#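 EPAC1 100 nM, Rap1B–BODIPY-GDP 250 nM, unlabeled GDP 50 uM; compound titration; 5 min RT; kinetic read ex480/em540 at 5-min intervals ×30 min; data normalized to 6.5 mM cAMP agonist control.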
# PLK1 PBD block: blocks phosphopeptide binding to human PLK1 polo-box domain. P53350. Plk1 PBD binding of FITC phosphopeptide, fluorescence polarization. Potency, µM, without a hit: max response, negative = inhibition, usual class: inhibitors. 360,000 compounds, 2.8% hits; also: potency is read from the fitted curve at half-maximal effect; series mostly up to about 57 µM; % is scaled to controls: 0 for no effect and ±100 for the full control effect; nearly all actives have a fitted effect of over 65% in size
# Abeta rescue: compounds reversing amyloid beta toxicity in yeast; yeast expressing A-beta42, growth rescue, OD600, 48 h; response scale: 0% DMSO, 100% iron-clioquinol control; Potency, µM (series often up to 46.1 µM), inactives show top-dose growth rescue, most hits filed as activators; 410,000 compounds, 0.063% hits; AID 1347071; also: potency is read from the fitted curve at half-maximal effect; nearly all actives have a fitted effect of over 55% in size
#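 Yeast A-beta toxicity model in growth medium with pinned compounds, 48 h at 30 C; growth read as absorbance at 600 nm. Normalized to FeCl3/clioquinol equimolar mix (positive) and DMSO (negative).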
# aSyn rescue: inhibitors of alpha-synuclein toxicity in yeast; Yeast expressing alpha-synuclein, growth rescue, BacTiter-Glo, 24 h; Potency, µM (titrated, usually from 46.1 µM), for the others: at the top dose growth rescue (activation), most hits filed as activators; 370,000 compounds, 0.14% hits; AID 652106; also: potency is read from the fitted curve at half-maximal effect; % of control where 0% means no effect; nearly all actives have a fitted effect of over 65% in size
#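 Rescue of yeast growth: cells expressing toxic alpha-synuclein, induced in galactose at OD600 0.02, incubated with compound 24 h at 30 C. ATP luminescence quantified growth; inhibitors of toxicity appear as activators.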
# EPAC1 antagonist: antagonists of human EPAC1; O95398; EPAC1 GEF assay, Rap1b-BODIPY-GDP exchange fluorescence; Potency, µM (highest dose often 115 µM), inactives show at the top dose activity change, negative = inhibition, hits mostly inhibitors; 360,000 compounds, 0.14% hits; AID 720709;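 also: potency is read from the fitted curve at half-maximal effect; plate controls were vehicle for no effect and positive control for full effect; nearly all actives have a fitted effect of over 50% in size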
# WRN helicase inh: WRN helicase (human) inhibition. Q14191. WRN helicase unwinding, fluorescent forked duplex, kinetic. Potency, µM (highest dose often 114 µM), for inactives: at the top dose activity change, negative = inhibition, actives largely listed as inhibitors. 360,000 compounds, 0.46% hits. AID 651768; also: potency is read from the fitted curve at half-maximal effect; % is scaled to controls: 0 for no effect and ±100 for the full control effect; nearly all actives have a fitted effect of over 55% in size
#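 Kinetic fluorescence helicase assay: unwinding of a quenched forked DNA duplex (100 nM final) with 2 mM ATP final raises red fluorescence (525/598 nm). Compounds sat 15 min at room temperature with 20 nM WRN beforehand.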
# * marks the source's active call; other numbers are inactive results; ? = inconclusive; . = no result given; [ ] = another dose, or the depositor's remark. Unless noted, calls follow the shape of the dose curve; as a rule, active = well fitted curve in the direction sought with a large enough effect; inconclusive = small, poorly fitted or top-dose-only effect, or another doubt; inactive = no such curve, though single readings can be large; an effect the other way counts as inactive or inconclusive.
SMILES,FUS yeast rescue,IL2 activator,PI5P4Ka inh,EPAC1 agonist,PLK1 PBD block,Abeta rescue,aSyn rescue,EPAC1 antagonist,WRN helicase inh
CCOc1ccccc1NC(=O)CSc1ccc(-c2ccco2)nn1,33%,-1.2,-20,4%,-20%,-10%,-3%,-11%,-15%[11.6 µM]
Cc1c(CCC(=O)O)c(=O)oc2cc(O)ccc12,7%,-1.7,-1,-6%,-6%,4%,-2%,0%,4%
Cn1nc(-c2ccc(OCC(=O)Nc3cccnc3)cc2)c2ccccc2c1=O,14%,-2.9,0,1%,-5%,0%,-14%,1%,-3%
CC(C)(C)c1ccc(C(=O)N2CCC(C(=O)NCc3ccco3)CC2)cc1,32%,-0.1,-3,3%,-4%,9%,-2%,-2%,0%
Cc1cccc(CN2C(=O)c3ccccc3Sc3ccc(C(=O)O)cc32)c1,5%,-0.5,-23,2%,?,26%,2%,-1%,9%
CN(C)CCNC(=O)c1cccc(NS(=O)(=O)c2ccc(Cl)c(Cl)c2)c1,1%,-1.6,0,-10%,-21%,1%,2%,-4%,-6%
CN1C2CCC1CC(NS(=O)(=O)c1ccc(C#N)cc1)C2 (stereo not given),-31%,-1.6,-6,-4%,5%,-9%,4%,17%,7%
O=C(CCC(=O)Nc1ccc(Cl)cc1Cl)NNC(=O)Nc1ccccc1,2%,-0.3,12,11%,-14%,21%,-3%,-11%,6%
CCC1CCCCN1CCCNC(=O)CSc1nc2nc(C)c(Cc3ccccc3Cl)c(C)n2n1 (stereo not given),?,-0.1,-1,-2%,-2%,-10%,5%,15%,2%
CCc1ccc(C(=O)Nc2cc(C)on2)o1,3%,0.3,4,8%,-2%,-1%,-1%,5%,2%
CC(=O)NC1=C(Nc2ccc(N(C)C)cc2)C(=O)c2ccccc2C1=O,38%,-2.5,-26,-20%,-10%,-25%,-8%,-29%,-3%
Cc1[nH]nc2c1C(C1CC=CCC1)C(C#N)=C(N)O2 (stereo not given),2%,-0.3,?,8%,-2%,-2%,-3%,0%,-3%
Cc1nc(NC(=S)Nc2ccccc2)sc1C,-12%,-0.8,-2,2%,-13%,11µM*,-1%,-1%,-5%
COc1cccc(CCNC(=O)CCc2nnc(Cc3cc(OC)ccc3OC)o2)c1,0%,1.9,-5,10%,1%,-7%,2%,16%,-1%
Cc1nn(Cc2ccc([N+](=O)[O-])cc2)c(=O)n1N(C)c1ncc(C(F)(F)F)cc1Cl,10%,-0.9,7,9%,-5%,10%,7%,-10%,-4%
Cc1onc(-c2c(F)cccc2Cl)c1C(=O)c1ccccc1,-5%,-0.5,10,22%,0%,?,17%,8%,2%
COc1ccc(C2=NOC(C)(c3nnc(-c4ccccc4)o3)C2)cc1 (stereo not given),-26%,-0.5,-3,-12%,1%,9%,3%,-14%,7%
COCCn1c(CN2CCN(C)CC2)nc2c1c(=O)n(C)c(=O)n2C,-9%,5.0,9,-5%,2%,-2%,0%,-10%,-3%
COc1ccc2c(c1)C(C)=CC(C)(C)N2S(=O)(=O)c1ccc(C)cc1,8%,-0.5,2,3%,?,-17%,?,-6%,-3%
COc1ccc(NC(=O)CN2C(=O)COc3ccc(C)cc32)c(OC)c1,8%,0.1,-1,3%,-7%,15%,12%,-23%,3%
Cc1cc(C)nc(N2CCC(C(=O)NCCc3ccc(Cl)cc3)CC2)n1,-13%,-0.2,7,25%,-11%,20%,1%,-1%,-2%
CCOc1ccccc1NC(=O)COc1coc(CN2CCc3ccccc32)cc1=O,21%,-3.6,-19,11%,-7%,2%,2%,-12%,1%[11.6 µM]
COc1ccc(-c2ccccc2[C@H]2[C@@H]3C=CC[C@@H](C)[C@@H]3C(=O)N2Cc2ccccc2)cc1,24%,-0.7,14,-2%,-11%,6%,-9%,-10%,-12%
COc1ccc(C2Nc3ccccc3C(=O)N2Cc2ccco2)cc1COc1ccc(F)cc1 (stereo not given),19%,-0.7,3,9%,-19%,3%,6%,-3%,-7%
NNC(=O)c1ccc(COc2ccc3c(c2)CCC3)o1,.,0.3,11,3%,1%,3%,3%,-1%,-1%
COc1ccc(N(C(C)=O)c2nc3ccccc3[nH]2)cc1,-31%,-0.8,7,-3%,-15%,-5%,-1%,-2%,-5%
CN1C(=O)NC(NC(=O)c2ccco2)(C(F)(F)F)C1=O (stereo not given),-11%,-1.7,.,3%,0%,4%,0%,2%,-2%
Cc1ccc(S(=O)(=O)N2CCCCC2C(=O)NCc2ccco2)cc1 (stereo not given),45%,-3.7,-13,-5%,-16%,15%,0%,9%,-8%
Cc1nnc(SCC(=O)c2c(N)n(Cc3ccccc3)c(=O)n(C)c2=O)n1C,-7%,0.3,-2,10%,-7%,8%,1%,2%,3%
O=C(Cn1c(=O)n(CC(=O)N2CCCCC2)c(=O)c2sccc21)NCc1ccccc1,7%,1.6,-3,1%,-5%,13%,-5%,9%,9%

# The closing 3 records of the part before open the next one.
SMILES,FUS yeast rescue,IL2 activator,PI5P4Ka inh,EPAC1 agonist,PLK1 PBD block,Abeta rescue,aSyn rescue,EPAC1 antagonist,WRN helicase inh
Cc1ccc(S(=O)(=O)N2CCCCC2C(=O)NCc2ccco2)cc1 (stereo not given),45%,-3.7,-13,-5%,-16%,15%,0%,9%,-8%
Cc1nnc(SCC(=O)c2c(N)n(Cc3ccccc3)c(=O)n(C)c2=O)n1C,-7%,0.3,-2,10%,-7%,8%,1%,2%,3%
O=C(Cn1c(=O)n(CC(=O)N2CCCCC2)c(=O)c2sccc21)NCc1ccccc1,7%,1.6,-3,1%,-5%,13%,-5%,9%,9%
COc1ccc(Nc2nnc(SC(C)C(=O)NC3CC3)s2)cc1 (stereo not given),2%,1.4,-3,-2%,-10%,10%,-2%,4%,-2%
Cc1ccc(C(=O)N2CCC(n3nccc3NC(=O)C3CCOC3)CC2)cc1 (stereo not given),.,-1.9,0,1%,3%,0%,4%,-1%,-13%
NS(=O)(=O)c1ccc(N2CCOCC2)c(C(=O)NCc2cccs2)c1,.,0.0,3,-4%,2%,4%,-11%,-3%,-6%
CCOC(=O)c1sc(NC(=O)CN2C(=O)C3CC=CCC3C2=O)nc1C (stereo not given),.,-1.2,-4,3%,-5%,3%,4%,-1%,-14%
CCOC(=O)Cc1csc(SCC(=O)Nc2ccc3[nH]c(=O)[nH]c3c2)n1,20%,-0.2,4,13%,-5%,-6%,-4%,1%,-14%
CCOc1ccc(-n2c(SCC(=O)OC)nc3sc4c(c3c2=O)CCN(C)C4)cc1,40%,1.0,-8,9%,-26%,0%,-5%,0%,19%
COc1ccc(CCNC(=O)Nc2nnc([C@@H]3C[C@H](O)[C@@H](CO)O3)s2)cc1OC,-15%,0.0,0,-20%,-10%,-14%,-31%[inhibitor],7%,6%
CCOC(=O)Cc1csc(NC(=O)Cc2cccs2)n1,13%,0.3,-58*,10%,-13%,13%,.,-5%,-17%[57.1 µM]
C=CCc1ccc(OC)c(OC)c1,-12%,0.0,-3,-1%,-2%,6%,-2%,-2%,-6%
CC1CN(C(=O)COC(=O)c2nn(-c3ccccc3)c(=O)c3ccccc23)CC(C)O1 (stereo not given),-10%,-0.5,4,4%,-10%,-12%,-11%,-15%,-2%
O=[N+]([O-])c1ccc(/C=N\N2CCN(c3ccc(Cl)cc3)CC2)cc1,-31%,0.7,4,6%,-4%,-6%,8%,1%,8%
O=C(N/N=C/c1ccccn1)c1cc([N+](=O)[O-])cc([N+](=O)[O-])c1,-16%,-3.3,-7,-1%,-5%,-3%,19%,10%,1%
O=C(COC(=O)CCCN=C1NS(=O)(=O)c2ccccc21)NNC(=O)c1ccccc1,4%,-3.0,-2,6%,-5%,-15%,1%,19%,8%
COC(=O)c1cc(NC(=O)C(C)c2ccc(CC(C)C)cc2)ccc1O (stereo not given),23%,-1.2,-4,4%,-2%,7%,-4%,1%,-7%
Cc1ccc(-c2ccc(/C=N/n3cnnc3)o2)cc1Cl,30%,2.5,9,-7%,-7%,-12%,8%,-29%,0%
COc1ccc(NC(=S)NC23CN4CN(CN(C4)C2)C3)c(OC)c1,9%,0.9,1,0%,-14%,0%,1%,1%,6%
COCCNC(=O)COc1ccc(C)cc1C,-28%,0.1,3,-1%,-15%,1%,-5%,1%,9%
O=C(c1c[nH]c(C(=O)C(Cl)(Cl)Cl)c1)c1ccc(F)cc1F,-28%,0.5,-22,-4%,-27%,4%,1%,-11%,-7%
Cc1ccc(C(=O)N/C(=C\c2sccc2C)C(=O)NCc2ccco2)cc1,3%,-0.4,7,-3%,0%,16%,1%,5%,5%
CCOC(=O)CSc1ccc(-c2nc3ccccc3[nH]2)cn1,5%,-2.8,-4,-3%,-17%,-1%,-11%,4%,-5%
Cc1ccc(O)c(NC(=O)c2noc(C(C)C)c2[N+](=O)[O-])c1,-14%,1.3,6,2%,-2%,3%,7%,11%,2%
CCN(CC)C(=O)N1CCC(NC(=O)c2ccc(C(C)(C)C)cc2)CC1,28%,-0.2,4,8%,-9%,9%,17%,-8%,-5%
CC1(NC(=O)CCS(=O)(=O)c2ccc(Cl)cc2)CCS(=O)(=O)C1 (stereo not given),-1%,0.1,0,-8%,-6%,-1%,-5%[1.84 µM],-2%,-8%
Cc1onc(-c2ccccc2)c1C(=O)N/N=C/c1c[nH]c2ccccc12,21%,-3.9,-2,-21%,24µM*,?,-3%,?,-8%
CCc1ccc(C(=O)N2CCN(S(=O)(=O)c3sc(C(=O)O)c(C)c3C(=O)O)CC2)cc1,-8%,0.1,1,4%,-1%,-12%,?,4%,-1%
CCOC(=O)c1sc(NC(=O)CC)c(C#N)c1C,-7%,0.5,-2,6%,1%,-18%,-6%,0%,-2%
